aSyn yeast rescue: alpha-synuclein toxicity suppression in yeast | AID 1347070 | 94,000 compounds, 0.02% hits | Potency, µM (highest dose often 46.1 µM), inactives show top-dose growth rescue (activation), hits mostly activators | S. cerevisiae alpha-synuclein toxicity rescue, BacTiter-Glo growth, 24 h; active means well fitted activation curve with a large enough effect; inconclusive means small, poorly fitted or top-dose-only effect; further: 0% is about no effect
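Growth restoration measured by BacTiter-Glo luminescence after 24 hr at 30 deg C; alpha-synuclein yeast, raffinose-pregrown to mid-log, were added at OD600=0.02 in galactose medium onto pinned compounds.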
An asterisk follows results filed as active; ? = inconclusive. Potency means the concentration at half of the fitted maximal effect. These rows are one share of the data; the hit share may differ from the screen's.

SMILES	aSyn yeast rescue
COc1ccc(CNC(=O)CN2C(=O)COc3ccc(S(=O)(=O)NC4CCCC4)cc32)cc1	-6.6%
CCC12CN3CC(C)(CN(C1)C3c1ccccc1C)C2=O (configuration not stated)	1.1%
COc1ccc([N+](=O)[O-])cc1NC(=O)CCC(=O)c1cccs1	5.6%
Cc1c(C(=O)N2CCOCC2)sc(NC(=O)CCl)c1C#N	-2.7%
Cc1ccc(N2C(=O)CC(NNC(=O)Cc3ccc(F)cc3)C2=O)cc1Cl (configuration not stated)	5.2%
CCOc1ccc(CCNC(=O)CN2C(=O)c3cccnc3Oc3ccc(Cl)cc32)cc1	0.7%
O=C(Nc1cccc(Cl)c1)C1CC1c1ccccc1 (configuration not stated)	2.0%
CN1CCN(c2ncc3c(n2)CCN(Cc2ccc(Br)s2)C3)CC1	2.4%
CCCCN1CNC(=S)N(CCc2ccccc2)C1	12.0%
Cc1ccc(NC(=O)CNCc2ccccc2)cc1Br	-3.4%
COc1ccc(C(CNC(=O)c2nn(-c3ccccc3)c(=O)c3ccccc23)N2CCOCC2)cc1 (configuration not stated)	-0.1%
Cc1ccc(NC(=O)Nc2cc3c(cc2N2CCCCC2)n(C)c(=O)n3C)cc1Cl	2.1%
COc1ccc(S(=O)(=O)NCc2cccn2Cc2cccc(C)c2)cc1	-5.4%
O=C(COC(=O)c1cc(Cl)nc2ccccc12)c1ccc(Cl)cc1	1.9%
COc1ccc(-c2cc(-c3ccc(F)cc3)nc3c2COc2ccc(F)cc2-3)cc1	-2.9%
COc1ccccc1C(=O)N1CCC(c2noc(-c3ccc(S(=O)(=O)N4CCCC4)cc3)n2)CC1	9.7%
Nc1c2c(nc3cccc(Cl)c13)N(c1ccccc1)CC2	-0.4%
O=C(c1cccs1)N1CCCc2cc(NS(=O)(=O)c3ccc(Br)cc3)ccc21	-0.1%
CCc1ccc(C2CC(=O)N3CN(c4ccccc4)CSC3=C2C#N)cc1 (configuration not stated)	1.0%
O=C(NCCc1ccccc1)c1ccc2c(c1)N(Cc1ccc(F)cc1)C(=O)c1ccccc1S2(=O)=O	-5.6%
O=C(CCC1CCCN(C(=O)c2cncs2)C1)NCc1ccc(F)c(F)c1 (configuration not stated)	4.3%
CC/C(=N\NC(=O)c1c(C)nc2ccccn12)c1ccccc1	2.1%
COC(=O)c1cc(NC(=O)c2cc(-c3ccc(C(F)(F)F)cc3)oc2C(F)(F)F)ccc1N1CCOCC1	-18.4%
O=c1c2cccnc2[nH]c(=S)n1Cc1ccccc1	-5.6%
O=C(O)Cc1ccc(OCc2ccc(Cl)nc2)cc1	4.8%
(continued)
SMILES	aSyn yeast rescue
COCCN(C(=O)COC(=O)c1ccc(Cl)nc1)c1c(N)n(Cc2ccccc2)c(=O)[nH]c1=O	13.2%
CCOc1ccccc1CNC(=O)c1cnc2sc(N3CCCC3)nn2c1=O	-8.2%
CC1(C)CC(=O)C=C(c2ccc(-c3ccc4[nH]ccc4c3)cc2)C1=O	-9.8%
Cc1c(Cl)cccc1N1C(=O)CC(Sc2ccccc2N)C1=O (configuration not stated)	-11.7%
CCCn1c(SCC(=O)NCc2ccc(F)cc2)n[nH]c1=O	-3.3%
COc1ccc(CCC(=O)OCC(=O)NC2CCCC2)cc1OC	2.0%
CCOC(=O)CSc1nc2c(cnn2-c2ccc(F)cc2)c(=O)[nH]1	9.0%
COc1ccc(C(=O)CC2SC(N)=NC2=O)cc1 (configuration not stated)	-1.6%
CCc1ccc(N(C)S(=O)(=O)c2ccc3[nH]cc(C(=O)NCC4CCCO4)c(=O)c3c2)cc1 (configuration not stated)	10.7%
Cc1ccc(C2CCN(C(=O)c3cnn(-c4ccccc4Cl)c3C3CCN(C(=O)OC(C)(C)C)CC3)C2)cc1 (configuration not stated)	?
CCCCCC(=O)N1C[C@H](O)[C@@H](n2cc(COC(=O)c3ccccc3)nn2)C[C@@H]1c1ccc(C)cc1	0.4%
CC1(C)CC(=O)C2=C(C1)c1c(ccc3ccccc13)NC2c1cc([N+](=O)[O-])cc([N+](=O)[O-])c1O (configuration not stated)	4.8%
O=C(O)[C@H](Cc1c[nH]c2ccccc12)Nc1ncccc1[N+](=O)[O-]	-2.9%
CCCc1cc(C(=O)Nc2ccc(F)cc2F)no1	6.1%
Cc1nc(SCc2ccccc2)nc2c1CCC2	11.6%
Cc1[nH]c2ccccc2c1SCCN	1.4%
Cc1ccc(NC(=O)CSc2nc(=O)n(Cc3cccnc3)c3c2CCC3)cc1F	2.8%
COc1ccc(-c2csc(NC(=O)CCN3C(=O)C4CC=CCC4C3=O)n2)cc1OC (configuration not stated)	6.6%
COc1ccc(N2C(=O)CC(Nc3cccc([N+](=O)[O-])c3)C2=O)cc1 (configuration not stated)	11.0%
NC(=O)NC(c1ccc(Cl)cc1)c1ccccc1Cl (configuration not stated)	8.2%
COc1ccc(-c2c(C)c3ccc(O)c(CN4CCCC4)c3oc2=O)cc1	-3.4%
Cc1cccc(S(=O)(=O)Nc2cccc(-c3ccc(N4CCCCC4)nn3)c2)c1	12.1%
NNC(=S)Nc1ccc(S(=O)(=O)N2CCCCC2)cc1	15.0%
Cc1ccc(CS/C(Nc2ccccc2C)=C(\C#N)C(N)=O)c(C)c1	11.8%
O=C(c1cccc(NS(=O)(=O)c2ccc(Br)cc2)c1)N1CCCCC1	1.6%
(next part)
SMILES	aSyn yeast rescue
COC(=O)c1ccc(Cl)c(NC(=O)C2CCN(S(=O)(=O)Cc3ccccc3)CC2)c1	-8.0%
O=C(c1c(F)cccc1F)N(Cc1ccccc1)Cc1ccccc1	17.1%
COc1cc(C(=O)NCc2nc(-c3ccc(Cl)cc3)no2)cc(OC)c1OC	-6.5%
CCCn1c(=O)c(C#N)cn(C2CC2)c1=O	-2.3%
Cc1nc(Br)c(Br)c(C)c1Br	-8.6%
CCOc1cc(C#N)c(NC(=O)c2ccc(OC)c(S(=O)(=O)N3CCCCC3)c2)cc1OCC	3.4%
Cc1ccc(C)n1-c1nnc(N2CCC(C(=O)NCc3ccccc3Cl)CC2)s1	5.3%
CCOC(=O)C1=C(c2ccccc2)NC(=S)NC1c1ccc(Cl)cc1 (configuration not stated)	6.9%
Cc1ccc(C)c(OCCC(=O)OCC(=O)Nc2ccc(Cl)cn2)c1	3.9%
CCCS(=O)(=O)c1csc(C(=O)OC)c1N	6.9%
CC1=C(C(=O)N(C)C)CC(CC(=O)NC2CCCC2)C(=O)N1Cc1ccccc1 (configuration not stated)	7.0%
C[C@@H]1CCCCO[C@H](CN(C)C(=O)Cc2ccccc2)[C@H](C)CN([C@@H](C)CO)C(=O)c2cc(NC(=O)Nc3ccc(F)cc3)ccc2O1	-8.0%
Cn1c(Cn2c(=O)sc3ccccc32)nnc1SCc1ccccc1F	-11.5%
Cc1cc([N+](=O)[O-])cc(/C=N/n2c(C)nc3ccccc3c2=O)c1O	-14.4%
CC(=O)c1c(C)n(-c2ccc(Cl)cc2)c2ccc(O)cc12	3.0%
COc1ccc(N(CC(=O)N2CCN(c3ccc(F)cc3)CC2)S(=O)(=O)c2c(C)noc2C)cc1	4.9%
CCOC(=O)c1cc(-c2ccccc2)n(CC(=O)NC(C)c2ccccc2)c1C (configuration not stated)	1.0%
CCCCNS(=O)(=O)c1ccc2nc(-c3cccnc3)cc(C(=O)NC3CCCC3)c2c1	9.5%
CCc1ccc(C(c2ccccc2)c2c[nH]c3ccc(C)cc23)s1 (configuration not stated)	-2.5%
Cc1ccc2oc(=O)c(-c3nc4ccc(C)cc4[nH]3)cc2c1	-15.9%
Clc1cccc(N2CCN(c3nc4ccccc4c4nc(-c5ccccc5)nn34)CC2)c1	3.3%
Cc1[nH]c2ccccc2c1/C=N/NC(=O)CCC(=O)NCc1ccccc1	6.1%
O=C(Nc1ccccc1)C1CCN(S(=O)(=O)c2ccc3[nH]c4c(c3c2)CCCCC4)CC1	1.8%
CC(C)Oc1ccc(CNS(=O)(=O)c2ccc(-c3cc(C(F)(F)F)on3)s2)cc1	-4.5%
CCN(CC)S(=O)(=O)c1cccc(NC(=O)COC(=O)c2cc(=O)c3ccccc3o2)c1	0.7%

An excerpt of these results, as comma-separated lines:
mol,aSyn yeast rescue
CCc1ccc(C2CC(=O)N3CN(c4ccccc4)CSC3=C2C#N)cc1 (configuration not stated),1.0%
O=C(Nc1ccccc1)C1CCN(S(=O)(=O)c2ccc3[nH]c4c(c3c2)CCCCC4)CC1,1.8%
COc1ccc(CCC(=O)OCC(=O)NC2CCCC2)cc1OC,2.0%
Cc1ccc(NC(=O)CSc2nc(=O)n(Cc3cccnc3)c3c2CCC3)cc1F,2.8%

(next part)
SMILES	aSyn yeast rescue
CCOc1ccc(NC(=O)CSc2nnc3scc(-c4ccc(Cl)cc4)n23)cc1	-9.4%
CCOC(=O)Cn1c(=O)c2c(nc(N3CCOCC3)n2Cc2ccccc2)n(C)c1=O	1.9%
Cc1cc(C)cc(OCCOCCn2c(-c3ccc(Cl)cc3)nc3ccccc3c2=O)c1	0.0%
CCOC(=O)c1c(NC(=O)COC(=O)Cc2c[nH]c3ccccc23)sc(C(=O)N(C)C)c1C	-1.3%
COc1ccc(N2Cc3ccccc3C2)cc1Cl	-1.5%
COC(=O)c1ccc(CSc2nc3sc(C)c(C)c3c(=O)[nH]2)cc1	-7.8%
CCCOc1ccc(/C=c2\sc3ncnn3c2=O)cc1	2.9%
CCCN1Cc2cccc(C(=O)NCCc3ccccc3)c2C1=O	-15.5%
CN(C(=O)CSc1nnc(C(F)(F)F)n1C)c1c(N)n(Cc2ccccc2)c(=O)[nH]c1=O	-6.3%
CCOC(=O)c1ccc(NS(=O)(=O)c2c(C)n(C)c(=O)n(C)c2=O)cc1	-3.1%
Cc1ccc(OCCC(=O)OCC(=O)NCCNC(=O)COC(=O)CCOc2ccc(C)cc2)cc1	-2.5%
Cc1ccc(NC(=O)n2ncc3c(C)cccc32)c(C)c1	0.3%
CCC1CCCCN1c1nc2c(C=O)c(C)nn2c2ccccc12 (configuration not stated)	-6.5%
CN1CCN(c2ccc(NC(=O)c3ccc([N+](=O)[O-])o3)cc2Cl)CC1	-0.1%
C[C@@H]1CN([C@@H](C)CO)S(=O)(=O)c2ccc(Br)cc2O[C@H]1CN(C)C(=O)c1ccc2c(c1)OCO2	4.5%
COc1ccc(CCNC(=O)CCn2c(=O)c3cccn3c3ccc(F)cc32)cc1OC	-6.7%
COc1cccc(-c2cc(N)nn2C(=O)Nc2ccc(Cl)cc2)c1	-4.0%
Cc1ccccc1NC(=O)CSc1nc2scc(C)c2c(=O)[nH]1	-5.6%
COc1ccc(N(CC(=O)Nc2ccc(S(=O)(=O)N3CCOCC3)cc2)S(=O)(=O)c2ccc(F)cc2)cc1	10.8%
CN1CCN(c2ccccc2NC(=O)C(Cc2ccccc2)n2cccc2)CC1 (configuration not stated)	5.6%
CCc1ccccc1NC(=O)c1ccc(CN2C(=O)CCn3nc(C)cc32)cc1	3.2%
CC(=O)C1=C(O)CC(c2ccccc2)CC1=NCCc1c(C)[nH]c2ccc(C)cc12 (configuration not stated)	-10.1%
Cc1cccc(NC(=O)C2CCN(S(=O)(=O)c3c(C)noc3/C=C/c3ccco3)CC2)c1C	-4.3%
COc1ccc(-n2c(Cc3cccn3C)nnc2SCC(=O)NCC2CCCO2)cc1 (configuration not stated)	0.2%
COc1ccc2nc(N(Cc3cccnc3)C(=O)Cc3ccccc3)sc2c1	?
Remaining list, next part
SMILES	aSyn yeast rescue
CC1CCc2c(sc3nnn(CC(=O)Nc4ccc(Cl)cc4)c(=O)c23)C1 (configuration not stated)	5.3%
COCC1CCCN(Cc2cn[nH]c2-c2cc3ccccc3o2)C1 (configuration not stated)	-2.7%
CCN(CC)S(=O)(=O)c1ccc(C(=O)NCC(=O)NC2CC2)cc1	-9.0%
COc1ccc(OC)c(NC(=O)CN2C(=O)COc3ccc(S(=O)(=O)NC4CCCC4)cc32)c1	3.1%
O=C(CCNC(=O)c1ccc(Cl)cc1)NCC(c1ccco1)N1CCCCC1 (configuration not stated)	3.6%
CC1(C)CC(=O)c2cc(-c3nc(-c4ccccc4)cs3)c(=O)[nH]c2C1	0.2%
C=CCN1C(=O)c2ccc(C(=O)OCC(=O)N3CCN(c4ccccc4)CC3)cc2C1=O	-4.1%
CCOc1cc(S(=O)(=O)NCCc2c(C)[nH]c3ccc(C)cc23)ccc1Br	0.8%
NS(=O)(=O)c1ccc(N=Cc2c(O)c3ccccc3oc2=O)cc1	8.7%
CC(=O)c1c(C)oc2c(Br)cc(NS(=O)(=O)c3ccc(Br)cc3)cc12	-2.8%
O=C(CNC(=O)CNC(=O)c1ccc(Cl)cc1Cl)NCc1cccc(Cl)c1	1.1%

Molecules shown so far that contain a cyano group (5):
SMILES	aSyn yeast rescue
Cc1c(C(=O)N2CCOCC2)sc(NC(=O)CCl)c1C#N	-2.7%
CCc1ccc(C2CC(=O)N3CN(c4ccccc4)CSC3=C2C#N)cc1 (configuration not stated)	1.0%
Cc1ccc(CS/C(Nc2ccccc2C)=C(\C#N)C(N)=O)c(C)c1	11.8%
CCCn1c(=O)c(C#N)cn(C2CC2)c1=O	-2.3%
CCOc1cc(C#N)c(NC(=O)c2ccc(OC)c(S(=O)(=O)N3CCCCC3)c2)cc1OCC	3.4%

Sorted by SMILES length (falling): some entries from above
SMILES	aSyn yeast rescue
COc1ccc(OC)c(NC(=O)CN2C(=O)COc3ccc(S(=O)(=O)NC4CCCC4)cc32)c1	3.1%
C=CCN1C(=O)c2ccc(C(=O)OCC(=O)N3CCN(c4ccccc4)CC3)cc2C1=O	-4.1%
CC(=O)c1c(C)oc2c(Br)cc(NS(=O)(=O)c3ccc(Br)cc3)cc12	-2.8%
COCC1CCCN(Cc2cn[nH]c2-c2cc3ccccc3o2)C1 (configuration not stated)	-2.7%

High-throughput results (PubChem)
